NPC1 prom act – activators of NPC1 promoter. AID 485313. Potency, µM (doses to about 9.22 µM), for the others: at the top dose activation, hits mostly activators. Huh7 NPC1 promoter luciferase reporter, 24 h. 320,000 compounds, 2.4% hits;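 also: % of control where 0% means no effect; nearly all actives have a fitted effect of over 60% in size; reporter is driven by a mutant NPC1 promoter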
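Readout is luciferase luminescence, reflecting NPC1 promoter activation in stably transfected Huh7 cells after 24 h compound exposure at 37 °C in reduced-serum medium with 10% FBS.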
MBNL1-CUG inh – inhibitors of human MBNL1 binding to CUG repeat RNA | 280,000 compounds, 0.036% hits | TR-FRET MBNL1-His/biotin-(CUG)12 binding, 665/545 ratio | Potency, µM (series often up to 57.5 µM), for inactives: at the top dose activity change, negative = inhibition, hits mostly inhibitors; active = well fitted inhibition curve with a large enough effect in the signal ratio, with a control signal flat, not every such curve was filed as active; inconclusive = small, poorly fitted or top-dose-only effect, or effect the other way, or a change in a side signal; inactive = no such curve, though single readings can be large or run the other way; the % refers to the signal ratio; also: % is scaled to controls: 0 for no effect and ±100 for the full control effect
Target sequence (Q9NR56 whole entry, looked up): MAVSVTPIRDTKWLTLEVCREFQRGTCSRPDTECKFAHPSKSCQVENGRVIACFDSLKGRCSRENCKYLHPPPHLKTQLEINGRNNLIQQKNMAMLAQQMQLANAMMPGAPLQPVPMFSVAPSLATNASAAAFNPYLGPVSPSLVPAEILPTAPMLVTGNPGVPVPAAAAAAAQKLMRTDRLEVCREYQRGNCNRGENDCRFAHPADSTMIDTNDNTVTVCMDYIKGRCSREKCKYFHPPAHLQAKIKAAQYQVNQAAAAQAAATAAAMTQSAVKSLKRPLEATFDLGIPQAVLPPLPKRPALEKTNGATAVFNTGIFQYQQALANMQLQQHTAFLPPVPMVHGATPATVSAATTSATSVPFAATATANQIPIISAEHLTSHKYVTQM
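His-tagged MBNL1 binding to biotinylated (CUG)12 RNA was measured by TR-FRET using terbium anti-His antibody (0.055 ng/ul final) and streptavidin-XL665 (5 nM final). Compounds were titrated 92 nM to 58 uM; 60 min at room temperature.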
VP16 counter – Gal4-VP16 reporter inhibition counter-screen | Drosophila S2 Gal4-VP16 UAS-luciferase, luminescence, 20 h | Potency, µM (series often up to 53.6 µM), without a hit: at the top dose activity, negative = inhibition, actives largely listed as inhibitors | 310,000 compounds, 3.5% hits;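 also: Gal4-VP16 expression switched on by copper sulfate through the metallothionein promoter; % is scaled to controls: 0 for no effect and ±100 for the full control effect; nearly all actives have a fitted effect of over 50% in size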
Rab9 prom act – activators of Rab9 promoter | Huh7 Rab9 promoter-luciferase reporter, luminescence, 24 h | Potency, µM (doses to about 9.22 µM), inactives show at the highest dose activation, negative = inhibition, hits mostly activators | 320,000 compounds, 2.8% hits | AID 485297; also: % of control where 0% means no effect; nearly all actives have a fitted effect of over 60% in size
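Luminescence read-out: Huh7 cells stably expressing Rab9-luciferase, treated 24 h with compound at 37 °C, then lysed with luciferase reagent for 10 min at ambient before reading.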
BRCA1 expr act – BRCA1 expression activation; Potency, µM (highest dose often 46.1 µM), for inactives: at the top dose activation, hits mostly activators; MCF7-BRCA1-FFLuc reporter, luminescence, 48 h; response scale: scaled: vehicle 0%, 10 µM genistein 100%; AID 624202; 380,000 compounds, 1.1% hits; also: nearly all actives have a fitted effect of over 80% in size; some results filed as inactive show a strong effect at the top dose
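Compounds are tested at multiple concentrations on MCF7 BRCA1-luciferase reporter cells seeded at 2000 per well; after 48 h, a single luminescence end-point is taken and curves fitted to the normalized data.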
RORgamma inh – blocks mouse ROR gamma transcriptional activity; AID 2551; P51450; 310,000 compounds, 5.4% hits; Drosophila S2 Gal4-RORgamma UAS-luciferase reporter, 20 h; Potency, µM (series often up to 53.6 µM), inactives show at the top dose activity change, negative = inhibition, most hits filed as inhibitors; also: % is scaled to controls: 0 for no effect and ±100 for the full control effect; nearly all actives have a fitted effect of over 60% in size
Target sequence (P51450 whole entry, looked up, the tested form may be a part): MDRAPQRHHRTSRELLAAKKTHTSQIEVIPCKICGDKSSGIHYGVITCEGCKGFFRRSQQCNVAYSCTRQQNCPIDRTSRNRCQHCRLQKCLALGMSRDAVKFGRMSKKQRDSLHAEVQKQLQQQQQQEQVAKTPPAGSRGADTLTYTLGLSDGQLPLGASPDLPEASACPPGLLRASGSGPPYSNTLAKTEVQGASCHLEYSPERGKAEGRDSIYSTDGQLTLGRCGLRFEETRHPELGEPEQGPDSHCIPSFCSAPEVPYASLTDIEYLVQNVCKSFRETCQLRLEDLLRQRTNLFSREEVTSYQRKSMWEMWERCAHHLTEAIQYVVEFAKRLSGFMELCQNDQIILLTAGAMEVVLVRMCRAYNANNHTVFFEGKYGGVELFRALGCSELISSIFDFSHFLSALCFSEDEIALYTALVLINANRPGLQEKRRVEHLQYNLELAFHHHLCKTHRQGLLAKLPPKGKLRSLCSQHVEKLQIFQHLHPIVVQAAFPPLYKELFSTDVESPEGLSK
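Drosophila Schneider cells stably carrying a metallothionein-driven Gal4 DBD–ROR gamma fusion and a UAS-Photinus luciferase reporter were exposed to compound for 1 hr, then induced with copper sulfate (700 uM final) for 20 hr at ambient temperature before luminescence reading.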
ELG1 genotoxic – genotoxicity induction in ELG1-luciferase HEK293T cells. HEK293T ELG1-luciferase reporter, luminescence, 16 h. 330,000 compounds, 1.3% hits. Potency, µM (titrated, usually from 46 µM), without a hit: top-dose activity change, positive = activation, hits mostly activators; also: % of control where 0% means no effect; nearly all actives have a fitted effect of over 60% in size
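After overnight (16 hr) compound treatment at 37 °C, ELG1-luciferase HEK293T cells were lysed with ONE-Glo; luminescence quantified 30 min later at room temperature.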
uPA surface inh – blocks generation of uPA at the cell surface; cell surface uPA generation assay, qHTS; Potency, µM (top dose mostly 38.3 µM), without a hit: at the highest dose activity change, negative = inhibition, most hits filed as inhibitors; 330,000 compounds, 0.31% hits; active = well fitted inhibition curve with a large enough effect; inconclusive = small, poorly fitted or top-dose-only effect; inactive = no such curve, though single readings can be large or run the other way; tested in mouse RAW 264.7 cells; also: % is scaled to controls: 0 for no effect and ±100 for the full control effect; nearly all actives have a fitted effect of over 55% in size
FLuc counter – inhibits or activates purified firefly luciferase, miR-21 counter-screen. purified FLuc, Km substrates, luminescence inhibition. P08659. AID 588342. Potency, µM (top dose mostly 57.5 µM), for the others: at the top dose activity change, negative = inhibition, most hits filed as inhibitors. 360,000 compounds, 6.9% hits;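 also: plate controls were vehicle for no effect and reference inhibitor for full effect; nearly all actives have a fitted effect of over 55% in size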
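Purified P. pyralis luciferase (10nM final) with 10uM D-luciferin and 10uM ATP (Km levels) in 50mM Tris acetate pH 7.5, 10mM Mg acetate, 0.01% Tween-20, 0.05% BSA; qHTS 6-point titration, ~60 µM downward; luminescence read.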
p53 reactivation – re-activators of mutant p53; H1299 p53-A138V BP100-luciferase reporter, luminescence, 24 h; Potency, µM (highest dose often 92.2 µM), inactives show at the highest dose activity change, positive = activation, actives largely listed as activators; 320,000 compounds, 0.063% hits; also: % of control where 0% means no effect; nearly all actives have a fitted effect of over 45% in size
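p53-null H1299 cells stably carrying temperature-sensitive p53-A138V and a BP100-luciferase reporter were pinned with compounds (4-point, 1:5 series) and held 24 hrs at 37 deg C. Luminescence was read 10 min after detection reagent.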
* = called active by the depositor; & = joins results of further samples; [ ] = another dose, or the depositor's remark. Unless noted, calls follow the shape of the dose curve; as a rule, active = well fitted curve in the direction sought with a large enough effect; inconclusive = small, poorly fitted or top-dose-only effect, or another doubt; inactive = no such curve, though single readings can be large; an effect the other way counts as inactive or inconclusive. Potency is read from the fitted curve at half-maximal effect. Rows are unselected; any-hit rate near 13%.

What do the screens show for `CCOC(=O)C1=C(N)OC2=C(C(=O)CC(C)(C)C2)C1c1ccoc1` (stereo not drawn)?
NPC1 prom act: -3%; MBNL1-CUG inh: 11%; VP16 counter: 5%; Rab9 prom act: -1%; BRCA1 expr act: 5%; RORgamma inh: 14%; ELG1 genotoxic: -2%; uPA surface inh: -2%; FLuc counter: 6%; p53 reactivation: inconclusive

What do the screens show for `CN(C)CCOc1ccc2c(c1)Sc1ccccc1CC2=O`?
NPC1 prom act: -1%; MBNL1-CUG inh: 54%[activator]; VP16 counter: -5%; Rab9 prom act: -1%; BRCA1 expr act: -4%; RORgamma inh: -11%; ELG1 genotoxic: -5%; uPA surface inh: 0%; FLuc counter: -2%; p53 reactivation: -5%

What do the screens show for `COCCn1c(SCCOc2ccccc2)nc2ccccc2c1=O`?
NPC1 prom act: 2%; MBNL1-CUG inh: 3%; VP16 counter: -14%; Rab9 prom act: -10%; BRCA1 expr act: -7%; RORgamma inh: 15%; ELG1 genotoxic: -10%; uPA surface inh: -3%; FLuc counter: -4%; p53 reactivation: -2%

How did CC(C)C(=O)Nc1cc(=O)[nH]c2ncnn12 do in these assays?
NPC1 prom act: 10%; MBNL1-CUG inh: 5%; VP16 counter: 14%; Rab9 prom act: 2%; BRCA1 expr act: 0%; RORgamma inh: -16%; ELG1 genotoxic: 3%; uPA surface inh: 0%; FLuc counter: 5%; p53 reactivation: 5%

How did NCCCCNCCCN do in these assays?
NPC1 prom act: 2%[46.1 µM]; MBNL1-CUG inh: -10%; VP16 counter: -2%&-12%&-3%&2%; Rab9 prom act: 9%[46.1 µM]; BRCA1 expr act: 0%; RORgamma inh: 17%&-9%&-28%&6%; ELG1 genotoxic: 5%; uPA surface inh: -7%; FLuc counter: 1%; p53 reactivation: 8%

How did O=C(Nc1nc(-c2ccccc2)cs1)C1COc2ccccc2O1 (stereo not drawn) do in these assays?
NPC1 prom act: 1%; MBNL1-CUG inh: -3%; VP16 counter: 15%; Rab9 prom act: -1%; BRCA1 expr act: inconclusive; RORgamma inh: 25%; ELG1 genotoxic: 0%; uPA surface inh: 4%; FLuc counter: 1%[2.3 µM]; p53 reactivation: inconclusive

How did CCC(=O)N/C(N)=N/c1nc(C)c2cc(C)c(C)cc2n1 do in these assays?
NPC1 prom act: -23%; VP16 counter: 3%; Rab9 prom act: -16%; BRCA1 expr act: -3%; RORgamma inh: 1µM*; ELG1 genotoxic: 7%; uPA surface inh: 6%; FLuc counter: inconclusive; p53 reactivation: 9%

How did COc1ccc(-c2nc(C(=O)O)cs2)cc1OC do in these assays?
NPC1 prom act: 12%; MBNL1-CUG inh: 12%; VP16 counter: -16%; Rab9 prom act: 15%; BRCA1 expr act: 9%; RORgamma inh: 2%; ELG1 genotoxic: 7%; uPA surface inh: 1%; FLuc counter: inconclusive; p53 reactivation: 9%

Results for C/C(=N\Nc1cccc2cccnc12)c1ccc(N)cc1 ?
NPC1 prom act: 2.8µM*; MBNL1-CUG inh: 15%; VP16 counter: -10%; Rab9 prom act: 2.2µM*; BRCA1 expr act: 31%; RORgamma inh: -42%; ELG1 genotoxic: inconclusive; uPA surface inh: 9%; FLuc counter: 4.3µM*; p53 reactivation: 1%

What do the screens show for `CCOC(=O)c1c(N)nn(C(=O)C(C)(C)C)c1-c1ccccc1`?
NPC1 prom act: 16%; MBNL1-CUG inh: 9%; VP16 counter: 8%; Rab9 prom act: -7%; BRCA1 expr act: -2%; RORgamma inh: 10%; ELG1 genotoxic: 0%; uPA surface inh: 1%; FLuc counter: 4%; p53 reactivation: -1%

Looked up by structure from the list above (2):
What do the screens show for `CCOC(=O)c1c(N)nn(C(=O)C(C)(C)C)c1-c1ccccc1`?
NPC1 prom act: 16%; MBNL1-CUG inh: 9%; VP16 counter: 8%; Rab9 prom act: -7%; BRCA1 expr act: -2%; RORgamma inh: 10%; ELG1 genotoxic: 0%; uPA surface inh: 1%; FLuc counter: 4%; p53 reactivation: -1%

How did CCC(=O)N/C(N)=N/c1nc(C)c2cc(C)c(C)cc2n1 do in these assays?
NPC1 prom act: -23%; VP16 counter: 3%; Rab9 prom act: -16%; BRCA1 expr act: -3%; RORgamma inh: 1µM*; ELG1 genotoxic: 7%; uPA surface inh: 6%; FLuc counter: inconclusive; p53 reactivation: 9%

The listing continues:
What do the screens show for `CCn1c(SCc2ccc(Cl)cc2)nc2nc3c(cc2c1=O)CCCC3`?
NPC1 prom act: 4%; MBNL1-CUG inh: inconclusive; VP16 counter: inconclusive; Rab9 prom act: 2%; BRCA1 expr act: 0%; RORgamma inh: 13µM*; ELG1 genotoxic: 0%; uPA surface inh: 2%; FLuc counter: -4%; p53 reactivation: 5%

How did CCOc1ccc(OCC)c(-c2c(=O)n(OCc3ccccc3C(=O)OC)c3ccccc3[n+]2[O-])c1 do in these assays?
NPC1 prom act: -3%; MBNL1-CUG inh: inconclusive; VP16 counter: -1%; Rab9 prom act: 2%; BRCA1 expr act: -26%; RORgamma inh: 20%; ELG1 genotoxic: -4%; FLuc counter: 2%; p53 reactivation: 0%

How did CCOC(=O)c1c(NC(=O)CCCC(=O)O)sc2c1CCC2 do in these assays?
NPC1 prom act: -6%; MBNL1-CUG inh: -9%; VP16 counter: -6%; Rab9 prom act: 0%; BRCA1 expr act: -14%; RORgamma inh: 6%; ELG1 genotoxic: -2%; uPA surface inh: -6%; FLuc counter: inconclusive; p53 reactivation: -1%

What do the screens show for `O=C(Nc1ccccc1N1CCCC1)c1cccc(S(=O)(=O)N2CCOCC2)c1`?
NPC1 prom act: 2%; Rab9 prom act: 1%; BRCA1 expr act: -11%; ELG1 genotoxic: -7%; uPA surface inh: -6%; FLuc counter: 11%; p53 reactivation: -4%

How did O=C(CCNC(=O)C1CCN(S(=O)(=O)c2ccc(F)cc2)CC1)NCc1ccncc1 do in these assays?
NPC1 prom act: 1%; MBNL1-CUG inh: -3%; VP16 counter: 5%; Rab9 prom act: 0%; BRCA1 expr act: -2%; RORgamma inh: -21%; ELG1 genotoxic: 1%; uPA surface inh: 1%; FLuc counter: -1%; p53 reactivation: 10%

What do the screens show for `Cc1cc(C(=O)Nc2ccc3ccccc3c2)oc1C`?
NPC1 prom act: 0.63µM*; MBNL1-CUG inh: 5%; VP16 counter: -23%; Rab9 prom act: 0.79µM*; BRCA1 expr act: inconclusive; RORgamma inh: inconclusive; ELG1 genotoxic: 9.2µM*; uPA surface inh: 4%; FLuc counter: 2.1µM*; p53 reactivation: inconclusive

Results for N/C(=N\OC(=O)CC1CCCCC1)c1cccc(Br)c1 ?
NPC1 prom act: 14%; MBNL1-CUG inh: -9%; VP16 counter: -20%; Rab9 prom act: 16%; BRCA1 expr act: 60%; RORgamma inh: -16%; ELG1 genotoxic: 16%; uPA surface inh: 5%; FLuc counter: 2.7µM*; p53 reactivation: 6%

What do the screens show for `Cc1ccc(/C=C/C(=O)Nc2ccccc2C(N)=O)cc1`?
NPC1 prom act: 2.8µM*; MBNL1-CUG inh: 29%; VP16 counter: inconclusive; Rab9 prom act: 1.4µM*; BRCA1 expr act: inconclusive; RORgamma inh: 3.5µM*; ELG1 genotoxic: inconclusive; uPA surface inh: -13%; FLuc counter: 0.85µM*; p53 reactivation: inconclusive

How did O=C(CCNC(=O)c1ccco1)NCCN1C(=O)S/C(=C\c2ccc(F)cc2)C1=O do in these assays?
NPC1 prom act: 17%; Rab9 prom act: 27%; BRCA1 expr act: 65%; ELG1 genotoxic: 3%; uPA surface inh: -13%; FLuc counter: -16%; p53 reactivation: inconclusive

Results for O=C(COC(=O)c1cccc(NS(=O)(=O)/C=C/c2ccccc2)c1)Nc1ccccc1OC(F)F ?
NPC1 prom act: -1%; MBNL1-CUG inh: -1%; VP16 counter: -6%; Rab9 prom act: 0%; BRCA1 expr act: 6%; RORgamma inh: 40%; ELG1 genotoxic: -1%; uPA surface inh: 2%; FLuc counter: 0%; p53 reactivation: 0%

Results for S=C(c1ccc(-c2ccc(Cl)cc2Cl)o1)N1CCCCC1 ?
NPC1 prom act: inconclusive; MBNL1-CUG inh: 1%; VP16 counter: inconclusive; Rab9 prom act: 2.8µM*; BRCA1 expr act: 7.9µM*; RORgamma inh: inconclusive; ELG1 genotoxic: inconclusive; uPA surface inh: 0%; FLuc counter: 4.8µM*; p53 reactivation: inconclusive

What do the screens show for `COC(=O)C1C(c2ccc(OC)cc2)C(C(=O)OC)S(=O)(=O)C(CCN2CCCCC2)S1(=O)=O` (stereo not drawn)?
NPC1 prom act: -7%; MBNL1-CUG inh: 4%; VP16 counter: -19%; Rab9 prom act: -1%; BRCA1 expr act: 19%; RORgamma inh: -20%; ELG1 genotoxic: 0%; uPA surface inh: 4%; FLuc counter: 1%; p53 reactivation: -2%

What do the screens show for `CN1CCN2c3ncccc3Cc3ccccc3[C@@H]2C1`?
NPC1 prom act: -6%; MBNL1-CUG inh: -3%; VP16 counter: 2%; Rab9 prom act: -2%; BRCA1 expr act: 10%; RORgamma inh: -6%; ELG1 genotoxic: 1%; uPA surface inh: -5%; FLuc counter: 5%
